APP transl inh: inhibitors of APP translation via 5'UTR reporter, primary screen, APP 5'UTR luciferase, SH-SY5Y cells; hit rate 0.82% among 190,000; inhibition, % at 2 µM; AID 1285, 2008; SH-SY5Y APP 5'UTR-luciferase reporter, luminescence;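 active = inhibition above a set limit, derived from the sample mean plus 3 SD, cut at about 45% in these data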; also: values of inactives mirror those of a sister screen read the other way
STAT1 inh: STAT1 signaling inhibitors, primary screen, cell-based, HTS, luciferase reporter; AID 920, 2007; hit rate 0.35% among 200,000; inhibition, % at 5.5 µM; NIH 3T3 STAT1-luciferase reporter, IFN-gamma, luminescence;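 active = inhibition above a set limit, the mean inhibition across all tested compounds plus 3 SD, cut at about 34% in these data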;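 also: 0% = IFN-gamma with DMSO and 100% = IFN-gamma with 300 µM nifuroxazide; values of inactives mirror those of a sister screen read the other way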
STAT3 activator: IL-6 driven STAT3 reporter potentiators, primary screen, U3A cells, luciferase, luminescence, MLSCN library; IL-6 STAT3-luciferase reporter; 100% = signal with IL-6 EC80 alone; activation (% of control), % at 5.6 µM; hit rate 0.91% among 190,000;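 active = activation above the screen-wide mean of compound activation plus 3 SD, cut at about 130% in these data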;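 also: 0% = background luminescence of wells with medium and substrate only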
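Material: STAT3-luciferase reporter U3A cells; Probe or stimulus: IL-6 (33 ng/mL); Incubation: compound pre-incubation 1 h before IL-6, then 6 h stimulation at 37 °C; Technique: luminescence from STAT3-driven luciferase reporter; Evaluation: % activation versus median of IL-6-stimulated wells; Controls: IL-6-only high control.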
TLR4 MyD88 comp: inhibitors of TLR4-MyD88 association in cells, primary screen, cell-based, HeLa CL3-4, BLA complementation, FRET ratio; Toll-like receptor 4 (Homo sapiens) + Myeloid differentiation primary response protein …; HeLa CL3-4 TLR4/MyD88 BLA complementation; inhibition, % at 8.4 µM; hit rate 0.18% among 200,000; in the data active = inhibition above about 25%;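 also: 0% = vehicle and 100% = reference inhibitor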
Target sequence (O00206 whole entry, looked up): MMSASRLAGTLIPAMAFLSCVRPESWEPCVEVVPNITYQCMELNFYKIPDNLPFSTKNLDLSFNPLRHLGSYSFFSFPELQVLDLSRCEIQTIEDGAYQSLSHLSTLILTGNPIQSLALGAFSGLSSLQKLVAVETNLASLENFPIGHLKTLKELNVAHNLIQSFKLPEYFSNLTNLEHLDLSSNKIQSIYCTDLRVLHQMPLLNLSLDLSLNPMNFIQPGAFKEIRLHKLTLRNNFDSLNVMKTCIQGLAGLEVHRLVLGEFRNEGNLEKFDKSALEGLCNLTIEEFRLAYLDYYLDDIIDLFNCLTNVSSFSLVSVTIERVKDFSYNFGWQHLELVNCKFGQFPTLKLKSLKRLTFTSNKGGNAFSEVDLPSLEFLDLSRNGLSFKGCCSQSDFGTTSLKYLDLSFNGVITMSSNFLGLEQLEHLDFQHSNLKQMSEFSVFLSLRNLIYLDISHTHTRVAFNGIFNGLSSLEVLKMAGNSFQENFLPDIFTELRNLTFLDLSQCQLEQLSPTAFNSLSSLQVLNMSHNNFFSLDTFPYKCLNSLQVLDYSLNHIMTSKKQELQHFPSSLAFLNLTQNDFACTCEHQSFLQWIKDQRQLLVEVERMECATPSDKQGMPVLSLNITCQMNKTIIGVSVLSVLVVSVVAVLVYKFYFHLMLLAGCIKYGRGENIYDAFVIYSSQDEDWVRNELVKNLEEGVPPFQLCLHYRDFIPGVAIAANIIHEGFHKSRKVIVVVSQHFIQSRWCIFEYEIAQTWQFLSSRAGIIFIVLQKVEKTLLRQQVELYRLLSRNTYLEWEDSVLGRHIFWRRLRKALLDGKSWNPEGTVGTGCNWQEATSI
Target sequence (Q99836 whole entry, looked up): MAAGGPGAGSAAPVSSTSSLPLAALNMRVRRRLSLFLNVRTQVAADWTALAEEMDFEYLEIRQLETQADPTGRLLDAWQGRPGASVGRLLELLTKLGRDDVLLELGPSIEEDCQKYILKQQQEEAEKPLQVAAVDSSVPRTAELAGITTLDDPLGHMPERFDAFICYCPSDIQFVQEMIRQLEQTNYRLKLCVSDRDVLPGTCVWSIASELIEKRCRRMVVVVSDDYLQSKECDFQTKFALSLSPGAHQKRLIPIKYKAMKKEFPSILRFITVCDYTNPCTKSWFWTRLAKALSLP
Hsp70 activator: Hsp70 transcriptional activators, primary screen, cell-based, HeLa, Hsp70 promoter luciferase, luminescence, 10 µM; activation, % at 10 µM; hit rate 0.04% among 200,000; HeLa Hsp70 promoter luciferase reporter; scaled: vehicle 0, proteasome-inhibitor control 100%;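 active = activation above the mean across all tested compounds plus 3 SD, cutoff set per campaign, cut at about 5.5% in these data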;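 also: 100% = MG132 at 30 µM as the positive control and 0% = DMSO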
STAT3 inh: IL-6 driven STAT3 reporter inhibitors, primary screen, U3A cells, luciferase, luminescence, MLSCN library; IL-6 STAT3-luciferase reporter; host cell line lacks STAT1; inhibition, % at 5.5 µM; hit rate 0.89% among 190,000; AID 862, 2007;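 active = inhibition above the mean inhibition across all screened compounds plus 3 SD, cut at about 44% in these data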;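 also: 0% = DMSO only wells and 100% = 100 µM nifuroxazide control wells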
STAT1 activator: STAT1 signaling activators, primary screen, cell-based, HTS, luciferase reporter | NIH 3T3 STAT1-luciferase reporter, IFN-gamma, luminescence; 100% = IFN-gamma alone, no compound | activation (% of control), % at 5.5 µM | hit rate 2.6% among 200,000 | AID 932, 2007;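 active = activation above the screen-wide mean activation plus 3 SD, cut at about 130% in these data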;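 also: raw ratio to IFN-gamma control signal so 100% means no change and 0% no light; values of inactives mirror those of a sister screen read the other way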
Diaph act CS: compounds boosting diaphorase resazurin reduction – biochemical, uHTS, resorufin fluorescence, counter-screen for diaphorase-coupled primary assays, primary screen | Diaphorase/resazurin coupled assay, 16 min; active compounds read high; 1 = vehicle wells, 0 = NADH-free wells | activation factor at 20 µM | hit rate 0.005% among 190,000;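 active = diaphorase activity raised at least twofold by the compound at 20 µM; inactive = activation factor below 2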
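Assay system: bacterial diaphorase enzyme (C. kluyveri) / Input: enzyme 0.07 U/mL final / Medium: 50 mM HEPES pH 7.4 with 4.542 mM MgCl2, 0.005% Tween 20 / Doses: single compound dose of 20 µM, 1% DMSO final / Incubation: 16 min enzyme reaction, ambient temperature / Signal: fluorescence, excitation 544 nm and emission 590 nm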
Diaphorase inh: diaphorase inhibitors and chemical oxidizers, primary screen, counter-screen for diaphorase-coupled primary assays, biochemical, uHTS, resorufin fluorescence. diaphorase resazurin-to-resorufin fluorescence, NADH, 16 min; bacterial (C. kluyveri) enzyme, not human. inhibition, % at 20 µM. hit rate 0.69% among 190,000;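 active = primary screen inhibition at 20 µM above a set limit, cut at about 50% in these data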;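 also: plate controls were DMSO with full reaction for no effect and wells lacking NADH for full effect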
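Assay system – diaphorase enzyme from Clostridium kluyveri · Amount – diaphorase 0.14 U/mL (working solution) · Times – reaction incubation of 16 min at room temperature · Controls – No-NADH positive control and DMSO neutral control · Signal – resorufin fluorescence 544/590 nm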
G6PDH CS: L. mesenteroides G6PDH inhibitors, counter-screen for G6PDH-coupled screening assays, biochemical, Leuconostoc mesenteroides enzyme | AID 1020, 2008 | glucose-6-phosphate dehydrogenase [Leuconostoc mesenteroides] | Purified L. mesenteroides G6PDH, diaphorase/resazurin coupled fluorescence, 45 min | hit rate 0.12% among 200,000 | inhibition, % at 5 µM; in the data active = inhibition above about 50%
Numbers without * were called inactive; . = no result given.

Values run as follows: APP transl inh, STAT1 inh, STAT3 activator, TLR4 MyD88 comp, Hsp70 activator, STAT3 inh, STAT1 activator, Diaph act CS, Diaphorase inh, G6PDH CS
> Cc1nc2cc(-c3ccccc3)nn2c(C)c1CCC(=O)NC(C)c1ccc2c(c1)OCCO2 (configuration not stated)
  13, 2, 88, 10, -0.2, 14, 99, 0.9, 8, 13
> O=C(Cn1ncc(Cl)c(Cl)c1=O)N1CCN(S(=O)(=O)c2ccc3ccccc3c2)CC1
  94*, 7, 98, 19, 1.0, -2, 94, 0.7, 30, -18
> CCC(C)NC(=O)COC(=O)c1ccccc1OCC(=O)Nc1ccc(Br)cc1 (configuration not stated)
  5, 8, 94, 2, -0.3, 10, 93, 1.2, -20, 8
> O=C1OCCC1Sc1nnnn1-c1ccccc1 (configuration not stated)
  7, -7, 100, -3, 0.2, 4, 107, 0.9, 7, 4
> O=C(Cc1coc2ccc3ccccc3c12)N1CCN(c2ncccn2)CC1
  -3, 0, 104, 7, -0.2, 0, 100, 0.8, 19, 1
> Cc1ccc(Oc2ccccc2)c(NC=O)c1
  -7, -13, 111, 3, -0.4, -8, 112, 0.9, 11, -2
> CCOn1c(=O)c(-c2cccs2)[n+]([O-])c2ccccc21
  -5, -4, 98, 5, -0.2, 4, 104, 0.8, 21, -1
> O=C(Nc1cccc(F)c1)c1ccco1
  -34, -10, 88, 0, -0.1, 16, 107, 1, 1, 5
> CCc1n[nH]c2c1/C(=N/O)CCC2
  -1, -1, 104, -5, -0.1, -2, 101, 0.8, 15, -11
> O=C(COC(=O)/C=C/c1nc2ccccc2s1)Nc1ccccc1Oc1ccccc1
  -10, 5, 99, 0, -0.2, 1, 95, 0.8, 20, -5
> CC1CCCC(NC(=O)CN(C)S(=O)(=O)c2cnc[nH]2)C1C (configuration not stated)
  -7, -6, 95, -13, -0.3, 8, 105, 0.9, 12, 1
> COc1ccccc1N1CCN(C(=O)C2C3C=CC4(CN(Cc5ccccc5Cl)C(=O)C24)O3)CC1 (configuration not stated)
  -13, 1, 106, 1, -0.2, 3, 99, 0.9, 13, 3
> Cc1oc(-c2cccs2)nc1CS(=O)CC(=O)NC1CCCCCC1 (configuration not stated)
  -12, -1, 97, 4, -0.1, 12, 100, 0.8, 20, 0
> CCCCNC(=S)NC(=O)c1ccc(Cl)cc1Cl
  20, -2, 99, 11, 0.2, 6, 102, 0.9, 9, 6
> CCCN1CN(Cc2ccccc2)CC2=C1CC(C)(C)CC2=O
  15, 0, 99, -11, -0.4, 3, 100, 1, 4, 12
> O=C(N/N=C/c1cn(-c2cccs2)nc1-c1ccccc1)c1ccccc1Cl
  -21, -5, 101, 2, -0.3, 0, 104, 0.8, 17, 0
> CCOC(=O)C(NC(=O)N(C)C)(Nc1sc(C)c(CC)c1C#N)C(F)(F)F (configuration not stated)
  4, 14, 95, -13, -0.2, 4, 87, 0.8, 16, 1
> CC1=CC(C)(C)n2c(O)c(N=NC(N)=S)c3cc(C)cc1c32
  8, 5, 96, -10, -0.1, 2, 95, 1, 5, -2
> COC(=O)CNC(=O)CNC(=O)Nc1ccccc1Cl
  ., -3, 99, -13, -0.4, 8, 103, 0.9, 6, 7
> Cc1cc(C)c(C(=O)CSc2n[nH]c(-c3ccncc3)n2)c(C)c1
  10, -6, 99, -4, -0.1, 8, 104, 1, 1, 2
> COc1cc(CNCCCN2CCOCC2)ccc1OCC(=O)Nc1cccc(C(F)(F)F)c1
  -20, -4, 99, 4, -0.2, 2, 104, 1, -3, 5
> CCOC(=O)C1CCN(C(=O)C2CCN(S(=O)(=O)c3cccc4cccnc34)CC2)CC1
  -6, -3, 107, -8, -0.2, -3, 103, 0.9, 8, 2
> Cc1ccc(C)c(NC(=S)NCC(c2ccccc2)N(C)C)c1 (configuration not stated)
  0, -1, 105, -18, 0.2, -1, 98, 0.9, 10, 6
> C/C(=N\NC(=O)c1nn(C)c(C)c1Br)c1cccc(NC(=O)c2ccoc2C)c1
  -59, -57, 84, 3, -0.2, 22, 150*, 0.9, 6, 3
> O=C(CSc1nncs1)Nc1cc(-c2ccccc2)nn1-c1ccccc1
  -6, 0, 96, -7, -0.2, 7, 100, 0.8, 21, 5
> CCOC(=O)c1[nH]cnc1C(=O)Nc1ccncc1
  -7, -4, 108, -7, 0.2, -7, 103, 1, -3, -4
> Cc1ccc(S(=O)(=O)N2CCN(c3cnn(-c4ccccc4)c(=O)c3Cl)CC2)cc1
  -12, -3, 98, 3, -0.3, 4, 102, 0.9, 10, -2
> O=C(O)CCC(=O)N1N=C(c2ccco2)CC1c1cccs1 (configuration not stated)
  17, 3, 109, 0, -0.3, -7, 98, 0.8, 19, -2
> COc1ccc(OCC(=O)NNC(=O)c2nn(C)c(=O)c3ccccc23)cc1
  -10, 12, 102, 3, -0.1, -2, 89, 0.9, 8, -5
> Cn1cc(C(=O)N/N=C/C2=C(N3CCOCC3)C(=C\c3ccccc3)/CC2)ccc1=O
  13, 6, 101, 1, 0.0, 2, 95, 0.9, 12, 8
> O=C(NCc1ccco1)c1cccc(S(=O)(=O)N2CCc3ccccc32)c1
  1, -3, 110, -3, -0.3, -18, 103, 0.9, 9, -4
> O=c1cc(Cl)[nH]c(=O)n1CCNc1ncc(C(F)(F)F)cc1Cl
  -21, -28, 105, -7, -0.2, -1, 125, 1, 2, -10
> CCOc1ccc(CCNC(=O)COC(=O)Cn2cnc3ccccc3c2=O)cc1OCC
  22, -3, 113, 12, -0.2, -8, 101, 0.9, 12, 2
> Cc1ccc(Cn2ncc3c(N4CCN(c5ccc(C)cc5)CC4)ncnc32)cc1
  11, 5, 47, 6, 0.1, 69*, 96, 1, -3, 3
> COc1ccc(C2CC(=O)c3c([nH]c(C(=O)OC(C)C)c3C)C2)cc1OC (configuration not stated)
  2, -1, 104, -19, -0.3, -1, 100, 0.9, 8, 5
> C=CCNC(=O)COC(=O)c1ccccc1C(=O)N(C)C1CCCCC1
  13, 5, 113, -11, -0.5, -10, 96, 1.1, -12, 2
> COc1ccc(N2CCN(CCCn3c(=S)[nH]c4ncccc4c3=O)CC2)cc1
  1, -1, 126, 11, -0.4, -30, 101, 1, 0, -1
> O=NN(CCc1ccncc1)c1ccc(OCc2ccccc2)cc1
  -2, 24, 51, -13, -0.4, 63*, 77, 1.2, -24, -4
> C=CCOc1ccc(C(=O)N(Cc2ccc(N(C)C)cc2)C2CCS(=O)(=O)C2)cc1 (configuration not stated)
  -3, 2, 102, 3, -0.3, -2, 98, 0.9, 14, 11
> COc1ccc(C)cc1S(=O)(=O)N(CC(=O)Nc1cccc([N+](=O)[O-])c1)c1ccc(C)cc1
  7, 7, 108, -8, -0.5, -4, 94, 0.9, 8, 27
> COc1ccc(NC(=S)N2CCCC2)c(OC)c1
  -3, -6, 98, 12, -0.2, 9, 103, 0.9, 10, -2
> CC(Cc1cccs1)NC(=O)Nc1ccc([N+](=O)[O-])cc1 (configuration not stated)
  -29, -13, 104, 2, 0.1, 3, 111, 0.9, 15, 1
> Cc1cc(NC(=O)C2CC=CCC2C(=O)O)no1 (configuration not stated)
  -7, -9, 100, 2, -0.2, 2, 108, 0.9, 5, -6
> COC(=O)c1ccc(-c2nc(-c3ccc(Br)o3)no2)cc1
  -4, -9, 97, 3, -0.1, 13, 108, 0.9, 12, 15
> Cc1ccc(S(=O)(=O)Nc2cc(C(=O)NCCN(C)C)ccc2N2CCCCC2)cc1
  4, 7, 102, 11, -0.3, 1, 94, 0.9, 9, 2
> O=C(CSc1nc2ccccc2s1)Nc1ccc(Cl)c(S(=O)(=O)N2CCOCC2)c1
  13, 7, 122, -15, -0.3, -32, 94, 0.8, 24, -16
> Nc1[nH]n2c(=O)cc(-c3ccccc3)nc2c1N=Nc1ccccc1
  1, -5, 98, 11, 0.3, 7, 104, 0.3, 67*, 5
> O=C(COc1ccc2c(C(F)(F)F)cc(=O)oc2c1)NCc1cccs1
  12, 3, 83, 3, 0.3, 20, 97, 1, -5, 2
> CCC(=O)N(CCc1ccc(OC)c(OC)c1)Cc1cc2ccc(C)cc2n2nnnc12
  4, -7, 98, 4, -0.2, 7, 106, 0.9, 6, 5
> Cn1c(SCC(=O)Nc2cccc(S(=O)(=O)NC3=NCCCCC3)c2)nnc1-c1ccccc1
  -12, -9, 99, -4, -0.4, 3, 108, 0.9, 10, 0
> CC(=O)c1ccc(N2CCN(C(=O)CCCn3c(=S)[nH]c4cc5c(cc4c3=O)OCO5)CC2)cc1
  -2, 9, 85, 3, 0.1, 18, 92, 0.8, 25, 6

An excerpt of these results, field by field:
Cn1c(SCC(=O)Nc2cccc(S(=O)(=O)NC3=NCCCCC3)c2)nnc1-c1ccccc1
- APP transl inh = -12
- STAT1 inh = -9
- STAT3 activator = 99
- TLR4 MyD88 comp = -4
- Hsp70 activator = -0.4
- STAT3 inh = 3
- STAT1 activator = 108
- Diaph act CS = 0.9
- Diaphorase inh = 10
- G6PDH CS = 0
Cc1cc(NC(=O)C2CC=CCC2C(=O)O)no1 (configuration not stated)
- APP transl inh = -7
- STAT1 inh = -9
- STAT3 activator = 100
- TLR4 MyD88 comp = 2
- Hsp70 activator = -0.2
- STAT3 inh = 2
- STAT1 activator = 108
- Diaph act CS = 0.9
- Diaphorase inh = 5
- G6PDH CS = -6

Compound activity (PubChem)
